Compound activity (PubChem)
TexasRed fluor: Texas Red fluorescence interference in TRb-SRC2 counter-screen; Potency, µM (highest dose often 106 µM), inactives show top-dose fluorescence change, negative = quenching; AID 1479; TRb/SRC2 Texas Red total fluorescence interference; 0.29% of 280,000 active; active = well fitted curve in either direction with a large enough effect; inconclusive = small, poorly fitted or top-dose-only effect; also: % is scaled to controls: 0 for no effect and ±100 for the full control effect
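Flags fluorescent or light-absorbing compounds by total fluorescence, S + 2P, at 555 nm excitation and 632 nm emission. Mixture: 20 nM Texas Red SRC2 peptide, 0.6 uM human TRb LBD, 1 uM T3, 5% DMSO; compound exposure 5 h at ambient temperature.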
RECQ1 inh: RECQ1 (human) helicase inhibition; P46063; Potency, µM (highest dose often 57.3 µM), without a hit: top-dose activity, negative = inhibition, actives largely listed as inhibitors; RECQ1 DNA unwinding, red fluorescence kinetic read; 0.54% of 240,000 active;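 also: plate controls were vehicle for no effect and no enzyme for full effect; nearly all actives have a fitted effect of over 30% in size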
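50 nM RECQ1T1 preincubated 15 min with compound in Tris pH 8.0 buffer with MgCl2, DTT, Tween-20 and 2.5 ug/ml poly(dI-dC); started with 200 nM TAMRA/BHQ-2 forked duplex and 2 mM ATP. Unwinding read as fluorescence (525/598 nm), two reads 2 h apart.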
KDM4E inh: JMJD2E (human) inhibition; B2RXH2; JMJD2E catalytic domain, FDH-coupled NADH fluorescence (FDH is formaldehyde dehydrogenase); Potency, µM (series often up to 57.1 µM), for inactives: at the top dose activity change, negative = inhibition, actives largely listed as inhibitors; 1.6% of 230,000 active; active = well fitted inhibition curve with a large enough effect, not every such curve was filed as active; inconclusive = small, poorly fitted or top-dose-only effect, or another doubt; inactive = no such curve, though single readings can be large or run the other way;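 also: 0% = wells with enzyme and -100% = buffer wells without enzyme; nearly all actives have a fitted effect of over 50% in size; many of its hits are not listed in these tables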
SMN2 splice enh: enhancers of SMN2 splice variant expression; HEK293 SMN2-luciferase splicing reporter, luminescence, 30-36 h; Potency, µM (series often up to 46.1 µM), for the others: at the top dose activity change, positive = activation, hits mostly activators; 2.8% of 210,000 active; AID 1458; also: % of control where 0% means no effect; nearly all actives have a fitted effect of over 55% in size
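HEK293 cells carry an SMN2 […]–luciferase reporter in which exon 7 inclusion puts luciferase in frame. Cells were plated 10-12 h before compound addition, then incubated 30-36 h at 37C. ONE-Glo luminescence was read; sodium butyrate at 4.5 mM final served as control.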
TRb-SRC2 inh: disrupts binding of human TR beta to SRC2. Potency, µM (series often up to 106 µM), inactives show at the highest dose activity change, negative = inhibition, actives largely listed as inhibitors. P10828. TRbeta-SRC2 peptide binding, fluorescence polarization; receptor liganded with 1 µM T3. 0.065% of 280,000 active;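 also: plate controls were bound peptide for no effect and peptide without receptor for full effect; nearly all actives have a fitted effect of over 50% in size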
Target sequence (P10828 whole entry, looked up): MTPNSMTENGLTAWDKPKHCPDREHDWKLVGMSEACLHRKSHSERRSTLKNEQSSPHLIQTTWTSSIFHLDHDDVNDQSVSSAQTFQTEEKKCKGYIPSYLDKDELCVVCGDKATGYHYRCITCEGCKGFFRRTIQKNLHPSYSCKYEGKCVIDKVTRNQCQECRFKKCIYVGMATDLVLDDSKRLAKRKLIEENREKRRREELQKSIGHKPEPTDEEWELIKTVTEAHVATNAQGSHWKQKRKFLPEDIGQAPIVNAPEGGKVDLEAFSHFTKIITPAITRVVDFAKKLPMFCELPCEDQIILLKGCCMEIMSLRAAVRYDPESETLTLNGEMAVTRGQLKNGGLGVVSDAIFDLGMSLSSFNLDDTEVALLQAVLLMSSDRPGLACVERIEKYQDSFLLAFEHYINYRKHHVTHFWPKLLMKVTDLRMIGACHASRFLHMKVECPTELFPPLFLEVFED
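Binding of a 20-amino-acid Texas Red SRC2 peptide (20 nM) to TRb ligand-binding domain (0.6 uM) with agonist T3 at 1 uM was followed by fluorescence polarization after a 5 hr room-temperature incubation.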
GoLoco inh red: inhibitors of human Gai1-RGS12 GoLoco interaction (red fluorophore) | P63096 | Gai1:RGS12 GoLoco peptide FP, rhodamine, 10 min | Potency, µM (highest dose often 61.6 µM), for inactives: at the highest dose activity, negative = inhibition, usual class: inhibitors | 0.44% of 230,000 active | AID 880; active = well fitted inhibition curve with a large enough effect, not every such curve was filed as active; inactive = no such curve, though single readings can be large or run the other way; also: % is scaled to controls: 0 for no effect and ±100 for the full control effect; nearly all actives have a fitted effect of over 30% in size; many of its hits are not listed in these tables
Target sequence (P63096 whole entry, looked up): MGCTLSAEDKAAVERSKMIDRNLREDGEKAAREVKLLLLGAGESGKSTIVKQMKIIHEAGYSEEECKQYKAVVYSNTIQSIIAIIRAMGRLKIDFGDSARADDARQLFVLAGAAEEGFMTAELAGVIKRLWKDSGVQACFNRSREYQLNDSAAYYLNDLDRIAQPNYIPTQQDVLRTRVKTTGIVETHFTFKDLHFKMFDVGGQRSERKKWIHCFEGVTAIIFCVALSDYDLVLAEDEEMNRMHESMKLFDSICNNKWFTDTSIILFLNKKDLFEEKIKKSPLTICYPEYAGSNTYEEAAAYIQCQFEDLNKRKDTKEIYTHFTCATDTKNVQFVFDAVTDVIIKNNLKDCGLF
LMNA splice mod: LMNA splicing modulation; HeLa LMNA splicing GFP/RFP minigene ratio, 48 h; Potency, µM (titrated, usually from 46.1 µM), inactives show at the highest dose ratio change, negative = inhibition, usual class: inhibitors; 0.01% of 200,000 active; active = well fitted inhibition curve with a large enough effect in the signal ratio, with a control signal flat, not every such curve was filed as active; inconclusive = small, poorly fitted or top-dose-only effect, or effect the other way, or a change in a side signal; the % refers to the signal ratio; also: % is scaled to controls: 0 for no effect and ±100 for the full control effect
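Read-out is the ratio of GFP to DsRed2 object intensity, acquired by 488 nm laser-scanning cytometry on HeLa lamin A-EGFP minigene reporter cells. Compound incubation 48 hrs at 37 °C in Opti-MEM with 2% FBS; DMSO 0.5% final.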
ALDH1A1 inh: ALDH1A1 (human) enzyme inhibition | P00352 | Purified ALDH1A1, NADH fluorescence, propionaldehyde substrate | Potency, µM (top dose mostly 75.3 µM), without a hit: at the top dose activity, negative = inhibition, usual class: inhibitors | 7.3% of 220,000 active; active = well fitted inhibition curve with a large enough effect, not every such curve was filed as active; inconclusive = small, poorly fitted or top-dose-only effect, or another doubt; inactive = no such curve, though single readings can be large or run the other way;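 also: plate controls were no enzyme wells and a reference inhibitor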
The depositor's hits bear a star; i = inactive; u = inconclusive; x = no result given; & = joins results of further samples; [ ] = remark or other dose. Unless noted, calls follow the shape of the dose curve; as a rule, active = well fitted curve in the direction sought with a large enough effect; inconclusive = small, poorly fitted or top-dose-only effect, or another doubt; inactive = no such curve, though single readings can be large; an effect the other way counts as inactive or inconclusive. Potency is read from the fitted curve at half-maximal effect. Some of the compounds tested; the hit share may differ from the screen's.

item	canonical_smiles	RECQ1 inh	KDM4E inh	TexasRed fluor	GoLoco inh red	SMN2 splice enh	ALDH1A1 inh	LMNA splice mod	TRb-SRC2 inh
1	Cc1ccccc1N/C(=N/S(=O)(=O)c1ccccc1)c1ccc(F)cc1	-3%	14%	-1%	2%	x	x	x	3%
2	CNS(=O)(=O)Cc1ccc2[nH]cc(CCN(C)C)c2c1	7%	1%	-2%	-13%	-6%	7%	-8%	3%
3	COc1ccc(/C=N/NC(=O)COc2ccc3ccccc3c2)c(C(=O)O)c1OC	0%	-19%	-2%	-2%	15%	10%	-4%	-2%
4	O=C(COC(=O)c1cccnc1Cl)Nc1nc(-c2ccccc2)cs1	-10%	-1%	-5%	3%	23%	9%	7%	-7%
5	CC(=O)c1ccc(NC(=O)Nc2ccccc2)cc1	i	0%	3%	2%	11µM*	0%	-9%	9%
6	Cc1ccccc1C(=O)NCC(=O)O	-2%	5%	-1%	1%	13%	5%	u	5%
7	Cc1cc(=O)[nH]c(N/N=C/c2cc(C)n(CC(F)(F)F)c2C)n1	-6%	-21%	-2%	7%	x	x	x	-3%
8	Cc1ccc(C)c(S(=O)(=O)N2CCNCC2)c1	0%	10%	2%	-11%	-8%	u	-9%[46 µM]	-7%
9	CCc1ccc(S(=O)(=O)NCc2cn3ccsc3n2)s1	2%	5%	-6%	-4%	-34%[inhibitor]	7%	-6%	3%
10	COc1cc2ncnc(NCc3ccc(Cl)cc3)c2cc1OC	i	-4%	-4%	26%	-20%	6%	x	-4%
11	Cn1c(CSCc2ccccc2Cl)n[nH]c1=S	i	5%	3%	-2%	-5%	u	x	-6%
12	CC(NC(=O)c1ccccc1F)c1nnc(SCc2nc3ccccc3c(=O)[nH]2)n1C (stereo not given)	-11%	2%	3%	-10%	-18%	3%	x	-14%
13	COc1ccc(CCNC(=O)C(C)OC(=O)c2ccco2)cc1OC (stereo not given)	-1%	1%	-3%	5%	8%	12%	2%	-8%
14	CCn1c(SCC(=O)NCC2CCCO2)nnc1-c1ccccc1 (stereo not given)	4%	0%	1%	-6%	1%	u	5%	12%
15	COc1ccc(/C=N/NC(=O)c2cccc([N+](=O)[O-])c2)cc1O	i	4%	0%	5%	0%	3%	-1%[46 µM]	4%
16	COc1ccc(C(=O)NCc2nnc(SCC(=O)N3CCCc4ccccc43)o2)cc1OC	0%	-7%	1%	-3%	22%	u	x	2%
17	Cc1cc(=O)oc(C)c1C(=O)Nc1cccc2ccccc12	-12%	7%	-3%	1%	16%	-11%	9%	3%
18	CCOC(=O)c1ccccc1-c1csc(NS(=O)(=O)c2ccc(Cl)cc2)n1	-11%	3%	-1%	10%	10%	-3%	-6%	-6%
19	NC(=O)CCC(NC(=O)c1ccc(Cl)cc1)C(=O)O (stereo not given)	-8%	6%	-1%	3%	x	6%	x	5%
20	CCC(=O)Nc1cccc(C(=O)c2ccccc2)c1	-1%	-6%	1%	15%	3%	0%	-7%	11%
21	NS(=O)(=O)c1ccc(CNS(=O)(=O)c2cc(Cl)ccc2Cl)cc1	i	1%	-1%	-5%	x	x	x	-1%
22	O=C(N=Nc1c(O)[nH]c2ccc(Br)cc12)c1cc(-c2cccs2)nc2ccccc12	i	6%	0%	-57%	-68%[inhibitor]	-1%	x	-4%
23	CC(C)C[C@@H](CC(=O)N[C@@H](CCCN)CC(=O)N[C@@H]1CCNC[C@H]1C(=O)N[C@H](CC(=O)N[C@@H](CCC(=O)O)CC(=O)O)Cc1c[nH]c2ccccc12)NC(=O)[C@@H]1CCCC[C@H]1N	-1%	-19%	1%	3%	7%	-3%	x	11%
24	CNC(=S)NC1CC2CCCC(C1)N2Cc1ccc(C)cc1 (stereo not given)	-6%	8%	-3%	11%	x	15%	17%[46 µM]	3%
25	CCCN(CCC)CCNC(=O)C1CCN(Cc2nc(-c3ccc(Cl)cc3)oc2C)CC1	7%	3%	0%	7%	-16%	1%	20%	-8%

Carrying on.
item	canonical_smiles	RECQ1 inh	KDM4E inh	TexasRed fluor	GoLoco inh red	SMN2 splice enh	ALDH1A1 inh	LMNA splice mod	TRb-SRC2 inh
26	Cc1n[nH]c(=O)n1-c1cccc(C(F)(F)F)c1	2%	-5%	5%	7%	-3%	9%	-8%	6%
27	O=C1CC(C(F)(F)C(F)(F)C(F)(F)C(F)F)=Nc2ccccc2N1	i	4%	-2%	-3%	-17%	4%	10%	-8%
28	Cc1ccc(SCc2[nH]nc3c2C2(C(=O)Nc4ccc(F)cc42)C(C#N)=C(N)O3)cc1 (stereo not given)	i	7%	0%	-5%	35%	2.2µM*	u	-1%
29	Cc1cc(C(F)(F)F)nn1CC(=O)Nc1cccnc1	7%	8%	0%	-8%	-11%	11%	1%	-4%
30	CCCCOC(=O)c1ccc(S(N)(=O)=O)o1	i	4%	0%	-8%	4%	5%	-9%	7%
31	O=C(Oc1ccc(Cl)c2cccnc12)c1ccco1	-9%	7%	0%	-7%	u	-2%	-1%	4%
32	NC(=O)CCCCn1ccc(NC(N)=NCC(F)(F)F)n1	5%&-6%	u	0%&-4%	11%&-5%	-11%	1%&6%	x	3%&3%
33	CC(C)OCCCNC(=O)Cn1nc(-c2ccccc2)ccc1=O	i	0%	-6%	x	x	3%	6%	2%
34	COc1ccc([N+](=O)[O-])cc1NC(=O)Cc1c(Cl)cccc1Cl	-8%	3%	u	-7%	-9%	10%	-2%	-12%
35	O=C(c1ccc(Cn2c(=S)[nH]c3ccccc3c2=O)cc1)N1CCN(c2ccccn2)CC1	-4%	-15%	0%	11%	-97%[inhibitor]	u	u	6%
36	C=C[C@@H](C1=CC(=O)C(OC)=C(OC)C1=O)c1ccccc1	-12%	u	-2%	-8%	0%	-10%	x	-6%
37	O=C(C[n+]1cc(-c2ccc(Cl)cc2)n2c1CCCCC2)c1ccccc1	5%	3%	-2%	0%	x	x	x	-1%
38	CC(=O)Nc1cccc(NC(=S)Nc2ccc(F)c(Cl)c2)c1	i	-29%	-4%	7%	x	u	x	-7%
39	Cc1ccc(OS(=O)(=O)c2cn(C)c(=O)n(C)c2=O)cc1C	i	12%	1%	6%	7%	1%	18%[46 µM]	1%
40	CO[C@H]1COC(=O)[C@H](C)COC(=O)[C@@H](Cc2ccccc2)NC(=O)C/C=C\[C@H]1C	-7%[11.5 µM]	x	-2%[11.2 µM]	x	x	3%[13.5 µM]	x	-1%[11.2 µM]
41	CCSc1nnc(NC(=O)c2ccccc2)s1	-2%	-3%	-6%	5%	11µM*	-5%	-7%	-3%
42	O=C(Cc1coc2cc3c(cc12)CCC3)NC1CCCCCCC1	-4%	2%	3%	-3%	-13%	0%	u	4%
43	CCN(CC(=O)NC(C)C)C(=O)[C@@H](NC(=O)c1ccco1)C(C)C	i	9%	1%	3%	13%	2%	u	-4%
44	O=[N+]([O-])c1ccccc1/C=N/N1CCN(c2ccccn2)CC1	i	7%	1%	-2%	-6%	-3%	2%	-3%
45	O=C(COC(=O)c1ccc(-c2ccc([N+](=O)[O-])cc2)o1)NC(=O)NC12CC3CC(CC(C3)C1)C2	-6%	3%	-1%	-5%	14%	-6%	u	0%
46	COCCCn1c(SCC(=O)Nc2ccc(C(C)=O)cc2)nc2ccccc2c1=O	i	-8%	1%	4%	4%	-1%	-3%	-1%
47	Cc1ccc(/C=C/C(=O)Nc2ccncc2)o1	-4%	u	1%	-17%	2%	u	-2%	-1%
48	Clc1cccc(Cl)c1CSc1nnc(/C=C/c2ccccc2)o1	-1%	-22%	-1%	8%	-4%	-8%	4%	-5%
49	COc1ccccc1C(=O)OCCCN=C1NS(=O)(=O)c2ccccc21	0%	3%	0%	-7%	x	29%	u	3%
50	Cc1cc(C)cc(NC(=O)CSc2cc(C(=O)c3nccn3C)c3ccccc3n2)c1	1%	12%	-1%	6%	-13%	13%	u	-7%

Continued.
item	canonical_smiles	RECQ1 inh	KDM4E inh	TexasRed fluor	GoLoco inh red	SMN2 splice enh	ALDH1A1 inh	LMNA splice mod	TRb-SRC2 inh
51	CCOc1cc(N2CCOCC2)c(OCC)cc1NC1=NCCCCC1	i	-19%	10%	-12%	-1%	5%	1%	-16%
52	Cc1c(C(=O)OCc2ccccc2)nnn1-c1nonc1N	i	6%	4%	-1%	-6%	-9%	11%	5%
53	O=C(CSc1ccc(-c2ccncc2)nn1)N1CCN(c2ccccc2)CC1	i	-3%	1%	2%	-28%	25%	-27%[46 µM]	0%
54	COC(=O)c1ccc(-c2sc3nc(N4CCOCC4)c4c(c3c2N)CCCC4)o1	-14%	u	-8%	-6%	-13%	u	-1%	0%
55	CCOc1ccc(NC(=O)C(Cc2ccccc2)NC(=O)C2CCCCC2)cc1 (stereo not given)	2%	12%	3%	7%	0%	9%	-12%	-10%
56	CCCCC(=O)Nc1cc(NC(=O)CC)ccc1Cl	3%	12%	-1%	5%	12%	0%	5%	-17%

Profiles as entered above. Order of values: RECQ1 inh	KDM4E inh	TexasRed fluor	GoLoco inh red	SMN2 splice enh	ALDH1A1 inh	LMNA splice mod	TRb-SRC2 inh
O=C(c1ccc(Cn2c(=S)[nH]c3ccccc3c2=O)cc1)N1CCN(c2ccccn2)CC1 across the screens: -4%	-15%	0%	11%	-97%[inhibitor]	u	u	6%
NC(=O)CCCCn1ccc(NC(N)=NCC(F)(F)F)n1 across the screens: 5%&-6%	u	0%&-4%	11%&-5%	-11%	1%&6%	x	3%&3%
COc1ccccc1C(=O)OCCCN=C1NS(=O)(=O)c2ccccc21 across the screens: 0%	3%	0%	-7%	x	29%	u	3%
Cc1cc(C)cc(NC(=O)CSc2cc(C(=O)c3nccn3C)c3ccccc3n2)c1 across the screens: 1%	12%	-1%	6%	-13%	13%	u	-7%
Cn1c(CSCc2ccccc2Cl)n[nH]c1=S across the screens: i	5%	3%	-2%	-5%	u	x	-6%
